# Screening results: PubChem, National Center for Advancing Translational Sciences (NCATS)
# USP2a block: blocks human ubiquitin-specific protease USP2a; O75604; AID 463254; USP2 core, Ub-CHOP2 coupled fluorogenic reporter, 485/531; hit rate 0.01% among 330,000; Potency, µM (top dose mostly 38.3 µM), for the others: at the highest dose activity change, negative = inhibition, actives largely listed as inhibitors;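 further: potency means the concentration at half of the fitted maximal effect; plate controls were DMSO wells for no effect and full inhibition by NEM control for full effect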
#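 Cell-free coupled assay: 10nM USP2 core preincubated 30min RT with compound in Tris-HCl pH 8.0/CaCl2/CHAPS buffer, then 25nM Ub-CHOP2 and 25nM reporter substrate; fluorescence (Ex 485/Em 531) read after 60min RT, normalized to NEM inhibition, concentration-response curves fitted.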
# ELG1 repair inh: ELG1-dependent DNA repair inhibition. HEK293T ELG1-luciferase reporter, luminescence, 16 h; DNA damage induced by 5-fluorouridine. AID 504467. Potency, µM (doses to about 46.1 µM), for the others: at the highest dose activity change, negative = inhibition, most hits filed as inhibitors. hit rate 2.3% among 330,000; further: potency means the concentration at half of the fitted maximal effect; on the % scale 0 is the no-effect control and ±100 the full control effect; nearly all actives have a fitted effect of over 55% in size
#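 Cells (2,000 per well) received 5-fluorouridine plus test compound or DMSO and were incubated 16 hr at 37 °C, 5% CO2. Luciferase activity was read by luminescence 30 min after ONE-Glo addition; signal suppression marked inhibition of damage-induced ELG1 function.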
# A-T KAP1 phos: potential ataxia-telangiectasia treatments restoring KAP-1 phosphorylation. AID 485349. Potency, µM (doses to about 57.5 µM), for the others: at the top dose activation, hits mostly activators. hit rate 0.19% among 320,000. […] A-T fibroblasts, KAP-1 phosphorylation AlphaLISA; neocarzinostatin DNA damage 30 min before lysis; further: potency means the concentration at half of the fitted maximal effect; % of control where 0% means no effect; nearly all actives have a fitted effect of over 45% in size
#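 ATM-like activity read as KAP-1 phosphorylation via AlphaLISA donor/acceptor antibody pairs after lysis and 6 hr at 25C. Cells were ATM-null patient fibroblasts ([…], hTERT), dosed 60 min, then exposed to the DSB inducer NCS for 30 min.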
# Mito fusion act: mitochondrial division inhibition or fusion activation | S. cerevisiae fusion-defective mutant growth rescue, CellTiterGlo 48 h | Potency, µM (titrated, usually from 46.1 µM), without a hit: at the top dose growth rescue (activation), hits mostly activators | hit rate 0.23% among 320,000;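 further: potency means the concentration at half of the fitted maximal effect; % of control where 0% means no effect; nearly all actives have a fitted effect of over 45% in size; temperature-sensitive fusion mutants such as fzo1-1 at 37 °C on non-fermentable ethanol glycerol medium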
#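 Temperature-sensitive fusion-defective S. cerevisiae (e.g. fzo1-1, mgm1-5) were grown with compound in YPEG medium (3% ethanol, 3% glycerol) for 48 hours at 37C. Growth rescue was measured as viability by CellTiterGlo luminescence after 10 minutes at ambient.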
# TCR activator: activates T cell receptor signaling; AID 504894; 330,000 tested, under 10 active; primary human leukocytes, anti-CD3, IL-2 HTRF, 48 h; Potency, µM (series often up to 9.22 µM), for inactives: at the top dose activation of IL-2 secretion, usual class: activators; further: % of control where 0% means no effect
#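 Human primary leukocytes + a-CD3 beads + cpd, 48 hr; IL-2 in supernatant by HTRF (ex 320nm / em 665nm). No co-stimulatory signal supplied.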
# hERG WT inh: KCNH2 (human, wildtype) channel inhibition; activity change, % at 1.84 µM; hit rate 0.37% among 340,000; Q12809; U2OS, BacMam KCNH2, thallium flux FluxOr; stronger effect = lower value;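 active means maximum activity change below -70%; inconclusive means maximum activity change between -70% and -50%; inactive means maximum activity change above -50%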; further: on the % scale 0 is the no-effect control and ±100 the full control effect
#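 U2OS cells transduced with wild-type KCNH2 virus are loaded with FluxOr dye for 45 min, and thallium flux is measured in kinetic reads before and after stimulation buffer. Rate constants are normalized to DMSO controls.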
# Eya2 inh: blocks the phosphatase activity of human Eya2; hit rate 0.006% among 330,000; Potency, µM (doses to about 76.9 µM), inactives show at the highest dose activity, negative = inhibition, most hits filed as inhibitors; O00167; recombinant Eya2, OMFP fluorescence dephosphorylation (OMFP is methylfluorescein phosphate); further: potency means the concentration at half of the fitted maximal effect; on the % scale 0 is the no-effect control and ±100 the full control effect
#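 Eya2 (0.2 uM) preincubated 10 min at ambient with compound, then OMFP substrate added at 50 uM; 10 min reaction in 50 mM HEPES pH 7.5, 50 mM NaCl, 5 uM MgCl2, 0.05% BSA, 1 mM DTT. Fluorescence read at Ex 485/Em 525 nm.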
# TRPV1 agonist: agonists of human vanilloid receptor 1 (TRPV1); Q8NER1; TRPV1-expressing cells, Fluo-8 calcium influx, agonist mode; activation, % at 8.33 µM; hit rate 0.19% among 320,000; in the data active means activation above about 80%; inconclusive means between about 30% and that limit; further: 0% is about no effect
#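 TRPV1-expressing cells were cultured overnight at 35.5C and loaded with Fluo-8 calcium dye for 40 to 90 min at room temperature. After a 10 s baseline, compound was added and calcium influx was read kinetically for 3 min (ex 480/em 520 nm).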
# TSHR antag: antagonists of human thyroid stimulating hormone receptor; P16473; TSHR-expressing cells, TSH-stimulated cAMP HTRF, 2 h; stronger effect = lower value; activity change, negative = inhibition, % at 11.5 µM; hit rate 0.2% among 330,000;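 active means activity change below a set negative limit, meaning inhibition stronger than a set level, cut at about -70% in these data; inconclusive means activity change between two set negative limits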; further: on the % scale 0 is the no-effect control and ±100 the full control effect
# Target sequence (P16473 whole entry, looked up): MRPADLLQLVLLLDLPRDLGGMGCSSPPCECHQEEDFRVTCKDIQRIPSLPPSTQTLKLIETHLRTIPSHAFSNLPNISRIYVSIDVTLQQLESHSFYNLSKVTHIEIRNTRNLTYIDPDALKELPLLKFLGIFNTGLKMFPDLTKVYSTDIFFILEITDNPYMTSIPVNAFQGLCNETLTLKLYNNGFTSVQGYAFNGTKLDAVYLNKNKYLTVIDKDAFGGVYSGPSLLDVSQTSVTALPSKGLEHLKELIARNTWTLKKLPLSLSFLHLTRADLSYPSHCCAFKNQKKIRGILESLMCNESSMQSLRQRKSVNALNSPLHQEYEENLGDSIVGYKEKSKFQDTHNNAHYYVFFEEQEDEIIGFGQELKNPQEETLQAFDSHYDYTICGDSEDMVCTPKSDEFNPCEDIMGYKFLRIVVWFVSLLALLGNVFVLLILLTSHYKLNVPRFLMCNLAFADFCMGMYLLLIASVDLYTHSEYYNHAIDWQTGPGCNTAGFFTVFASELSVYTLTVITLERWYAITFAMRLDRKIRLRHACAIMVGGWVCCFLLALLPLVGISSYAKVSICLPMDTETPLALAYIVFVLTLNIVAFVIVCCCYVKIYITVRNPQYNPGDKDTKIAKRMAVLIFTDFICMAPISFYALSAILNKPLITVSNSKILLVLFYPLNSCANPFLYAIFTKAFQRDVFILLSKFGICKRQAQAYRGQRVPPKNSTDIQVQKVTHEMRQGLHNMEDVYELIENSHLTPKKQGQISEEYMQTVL
#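 TSHR-expressing cells were treated with compounds, then stimulated with TSH at EC80 (4nM final) for 2 hours at 37 deg C. Cellular cAMP was measured by HTRF competition between lysate cAMP and cAMP-d2 for a cryptate-labelled anti-cAMP antibody.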
# KCNH2 3.1 block: inhibitors of human KCNH2 3.1 potassium channel isoform; activity change, % (tested at about 1.8 µM); hit rate 0.95% among 340,000; U2OS KCNH2 3.1, thallium flux FluxOr; stronger effect = lower value;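 active means maximum activity change below -70%; inconclusive means maximum activity change from -70% to -50%; inactive means maximum activity change above -50%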;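 further: thallium influx rate constant from kinetic fluorescence after stimulation buffer; on the % scale 0 is the no-effect control and ±100 the full control effect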
#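 Steps: virus added to U2OS suspension (4 h, RT, dark); medium with 10% FBS added, cells plated, 37 C overnight; FluxOr/Red40 loading buffer 45 min RT; stimulation buffer, 2 min kinetic read; rate constant normalized.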
# Active calls of the source: *; u = inconclusive; x = no result given; [ ] = dose if it differs, or a comment. Unless noted, the call rests on the fitted dose curve; in most records, active means well fitted curve in the direction sought with a large enough effect; inconclusive means small, poorly fitted or top-dose-only effect, or another doubt; inactive means no such curve, though single readings can be large; an effect the other way counts as inactive or inconclusive.
No.	structure	USP2a block	ELG1 repair inh	A-T KAP1 phos	Mito fusion act	TCR activator	hERG WT inh	Eya2 inh	TRPV1 agonist	TSHR antag	KCNH2 3.1 block
1	CSc1ccc(S(=O)(=O)NCCSC(C)(C)C)cc1	2%	u	x	-1%	-2%	-1	15%	18	-2	0
2	O=C(NC1CCS(=O)(=O)C1)c1cccc(Br)c1 (stereo not drawn)	-1%	u	-15%	-4%	2%	-8	-14%	0	3	0
3	COC(=O)c1cccc(-n2nnnc2SCC(=O)Nc2nc3c(s2)CCCC3)c1	-9%	-30%	-5%	19%	8%	-6	-2%	-2	-8	-16
4	O=C(Cn1cnc2ccccc2c1=O)OCCCCN1C(=O)c2ccccc2C1=O	0%	u	-1%	6%	-2%	-10	6%[15.4 µM]	-2	-2	5
5	COC(=O)c1ccc(C(C(=O)NC2CCCCC2)N(CCc2ccccc2)C(=O)Cc2cccs2)cc1 (stereo not drawn)	0%	2%	-2%	-1%	1%[46.1 µM]	15	-10%	8	-5	-12
6	CCc1cc2c(=O)c(-c3nc4ccccc4[nH]3)coc2c(CN2CCCCC2C)c1O (stereo not drawn)	1%	21µM*	8%	2%	-1%	1	10%	u	-14	5
7	COc1ccc(-c2csc(NC(=O)CN3C(=O)CCC3=O)n2)cc1	-1%	8%	-1%	11%	-3%	-11	-13%	-1	-2	-7
8	O=C(O)c1cccc(S(=O)(=O)NCC2CCCO2)c1 (stereo not drawn)	1%	4%	5%	1%	-9%	-3	11%	-2	4	10
9	Cc1ccc(-c2cc(C(=O)N3CCCC(C(F)(F)F)C3)c3ccccc3n2)o1 (stereo not drawn)	0%	11%	2%	3%	-5%	-2	-9%	u	37	-4
10	c1cncc(C(c2nnnn2C2CCCCC2)N2CCCCC2)c1 (stereo not drawn)	0%	6%	0%	3%	-3%	-3	-25%	-1	-3	27
11	COc1ccc(OC)c(/C=N/N2CCN(c3ccc(Cl)cc3)CC2)c1	1%	5%	7%	6%	-1%	-12	3%	-3	7	-10
12	COc1cc([N+](=O)[O-])ccc1NC(=S)Nc1cccc(C(=O)O)c1	0%	2%	-10%	1%	-3%[46.1 µM]	11	2%	0	-8	-8
13	COc1ccccc1NC(=O)c1cc(S(=O)(=O)N2CCC3(CC2)OCCO3)ccc1F	4%	-24%	0%	-2%	-7%	-30	8%	16	-4	7
14	COc1cc(/C=N/NC(=O)c2ccc(NC(=O)C3CCCCC3)cc2)ccc1O	1%	-19%	-2%	6%	9%	11	1%	u	10	-4
15	CCNc1nc(NC(C)C)nc(Oc2ccc(OCCOc3ccc(C)cc3)nn2)n1	-1%	u	-2%	-2%	0%	-3	-6%	3	10	-6
16	COc1cccc(NC(=O)CN(C)C(=O)c2cccc(S(=O)(=O)N3CCN(c4ccc(F)cc4)CC3)c2)c1	2%	u	1%	-1%	-4%	1	-23%	-7	-7	0
17	Cc1c(NC(=O)COc2cccc(Br)c2)c(=O)n(-c2ccccc2)n1C	1%	0%	2%	-16%	4%	3	-8%	2	1	3
18	CCOC(=O)N1CCN(C(=O)Cc2ccc(Cl)cc2)CC1	1%	2%	3%	3%	3%	1	11%	9	3	4
19	CCCn1c(N)c(C(=O)CSc2ncn[nH]2)c(=O)n(C)c1=O	-1%	11%	10%	5%	4%	-2	26%	-2	-15	8
20	Nc1nnc(SCc2cccnc2)s1	0%	u	5%	-1%	7%	-12	-15%	1	26	15
21	COc1ccc(NC(=O)CN2C(=O)c3cccc4cccc2c34)c(OC)c1	5%	-2%	1%	4%	-2%	-7	-14%	1	2	2
22	O=C(Nc1ccc2c(c1)CCC2)c1cnc(Cl)c(Cl)c1	0%	u	-2%	4%	2%	-3	-7%	u	-8	-27
23	CCc1c(C(=O)c2ccc(Cl)cc2)oc2c(C)c3oc(=O)cc(C)c3cc12	1%	u	1%	6%	2%	4	15%	2	12	-2
24	C=CCN(CC=C)C(=O)c1cccc(S(=O)(=O)N2c3ccccc3CC2C)c1 (stereo not drawn)	6%	u	-4%	8%	-4%	6	-8%	25	-2	6
25	O=[N+]([O-])c1ccc(/C=N/Nc2ccnc3cc(Cl)ccc23)o1	-2%	15%	-5%	-13%	5%	17	u	29	-12	-33
26	O=C(c1cc(Br)ccc1Cl)N1CCCC1	0%	-3%	-3%	-4%	-2%	2	2%	0	4	1
27	COc1ccc([N+](=O)[O-])cc1NC(=O)COC(=O)C=C(C)C	0%	-4%	6%	1%	-5%	-5	6%	0	-12	-4
28	Cc1ccnc(NC(=O)C2CC(=O)N(Cc3ccccc3)C2)c1 (stereo not drawn)	2%	u	10%	-3%	1%	-3	-10%	7	-4	9
29	CCOC(=O)N1CCN(S(=O)(=O)c2ccc3[nH]c(=O)sc3c2)CC1	0%	-3%	5%	2%	4%	3	6%	8	-8	-10
30	CN(C)/C=N/c1ncnc2c1cnn2-c1ccc(C(F)(F)F)cn1	0%	u	-2%	4%	2%	-1	-17%	4	6	24
31	COc1cc(/C=N/N=C2/C(=O)Nc3ccccc32)cc(OC)c1O	-1%	u	-15%	0%	0%[46.1 µM]	8	-8%	-3	-4	4
32	COc1ccc(OC)c(CN2CCC(C(=O)N(C)CCc3ccc(OC)c(OC)c3)CC2)c1	0%	u	6%	-2%	-2%	12	2%	-1	48	3
33	Cc1cccc(OCc2nc3ccccc3n2C)c1	-1%	u	2%	-8%	-8%	-10	-5%	27	8	-17
34	Cn1c(SCC(=O)N2CCOCC2)nc2sc3c(c2c1=O)CCCC3	0%	-10%	4%	-5%	-5%	2	-12%	u	-4	5
35	COc1ccc(C2C(C(C)=O)=C(O)C(=O)N2c2nccs2)c(OC)c1 (stereo not drawn)	-1%	4%	-2%	-6%	3%	x	4%	0	-12	4
36	COc1ccc(NC(=S)N2CCC(N(C)CC3CCCO3)CC2)cc1 (stereo not drawn)	-1%	0%	2%	-3%	3%	0	0%	2	9	0
37	O=C(CN(C(=O)CCC(=O)Nc1ccccn1)c1cccc(F)c1)NCc1ccc(F)cc1	4%	1%	5%	-5%	-5%	6	15%	1	-18	-21
38	CCOC(=O)C1=C(CC)Nc2ccccc2N=C1NC(=O)c1cccc(S(=O)(=O)N2CCCC2)c1	-1%	u	4%	-1%	-6%	6	-1%	5	-2	1
39	Cc1cc(C(=O)NCCc2ccc(S(N)(=O)=O)cc2)c(C)o1	3%	5%	-7%	-6%	1%	8	-1%	-1	-11	-13
40	COc1ccc(NC(=O)c2ccc3c(c2)N(C)CCS3)cc1	-1%	u	-3%	0%	-28%	6	-14%	97*	-3	-40
41	CN1CCc2c(sc3c2C(=O)NC(c2ccccn2)N3)C1 (stereo not drawn)	19%	21%	-10%	-2%	1%	22	7%	4	21	1
42	COc1ccc(-n2nc3c(c2NC(=O)C24CC5CC(CC(C5)C2)C4)CS(=O)C3)cc1 (stereo not drawn)	4%	19%	-2%	0%	-4%	-4	-22%	3	18	-5
43	Nn1c(SCC(=O)NCCCc2ccccc2)nnc1-c1cccnc1	7%	-5%	1%	4%	3%	10	-3%	-4	5	11
44	N#Cc1ccc(C(=O)Nc2cccc(S(=O)(=O)NC3=NCCC3)c2)cc1	3%	-16%	17%	x	1%	-4	-40%	x	18	-17
45	CC(C)(C)N(CC#CCC(O)(c1ccccc1)C1CCCC1)CCO (stereo not drawn)	6%	11%	10%[11.5 µM]	-15%	0%	-15	-2%	4	1	-7
46	Cc1nnc(SCCn2c(N3CCCCCC3)nc3c2c(=O)[nH]c(=O)n3C)s1	0%	2%	-1%	0%	15%	-6	5%	-2	12	-4
47	Cc1ccc(CN(C)C(=O)CN2C(=O)NC3(CCCC3)C2=O)o1	0%	3%	9%	1%	x	-4	1%	-5	x	9
48	CS(=O)(=O)c1ccc(Cl)c(NC(=O)CSc2nnc(-c3cccs3)n2N)c1	-1%	1%	-1%	-4%	3%	23	16%	2	4	6
49	CCOc1ncccc1C(=O)OCC(=O)Nc1nnc(-c2ccccc2)o1	-1%	16%	0%	4%	-8%	-3	-11%	2	-5	24
50	CC1(C)Cc2c(sc3nnn(Cc4ccc(Cl)cc4)c(=O)c23)CO1	0%	u	7%	24%	2%[46.1 µM]	-3	0%	u	-7	-4
51	Nc1cccc(CP(=O)(c2ccccc2)c2ccccc2)c1	1%	u	-4%	0%	-5%	3	0%	-2	3	15

# Down the list, from the results shown.
# Nos. 38 to 43 in ELG1 repair inh, in turn: u, 5%, u, 21%, 19%, -5%

# A portion of the library. The share of hits here may be higher or lower than overall.
